# PMI act hi M6P = human PMI activators, high substrate, primary screen, biochemical, fluorescence intensity, near-saturating mannose 6-phosphate; activation factor at 20 µM; actives 0.34% (n = 190,000); coupled PMI enzyme assay, resazurin fluorescence, 20 min; active compounds read high; 1 = untreated enzyme, 0 = substrate-free blank; Mannose-6-phosphate isomerase (Homo sapiens), P34949;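 active means activation factor of 2 or more at 20 µM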
#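 Test system: human PMI in coupled enzyme assay; Input: PMI at 15 ng/mL final; Medium: HEPES buffer, pH 7.4; Schedule: 20 min incubation at room temperature; Technique: resorufin fluorescence at Ex 544/Em 590 nm; Compound: 20 µM single dose; Probe or stimulus: Near-saturating mannose-6-phosphate, 1.0 mM.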
# PPARg SRC2 recr = agonists of PPARg-SRC-2 recruitment, primary screen, biochemical, HTS; Peroxisome proliferator-activated receptor gamma (Homo sapiens), P37231; PPARgamma LBD-SRC-2 recruitment; activation, % at 8 µM; actives 0.34% (n = 200,000); AID 1032, 2008; in the data active means activation above about 22%;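 further: 0% = vehicle and 100% = reference agonist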
# Target sequence (P37231 whole entry, looked up, the tested form may be a part): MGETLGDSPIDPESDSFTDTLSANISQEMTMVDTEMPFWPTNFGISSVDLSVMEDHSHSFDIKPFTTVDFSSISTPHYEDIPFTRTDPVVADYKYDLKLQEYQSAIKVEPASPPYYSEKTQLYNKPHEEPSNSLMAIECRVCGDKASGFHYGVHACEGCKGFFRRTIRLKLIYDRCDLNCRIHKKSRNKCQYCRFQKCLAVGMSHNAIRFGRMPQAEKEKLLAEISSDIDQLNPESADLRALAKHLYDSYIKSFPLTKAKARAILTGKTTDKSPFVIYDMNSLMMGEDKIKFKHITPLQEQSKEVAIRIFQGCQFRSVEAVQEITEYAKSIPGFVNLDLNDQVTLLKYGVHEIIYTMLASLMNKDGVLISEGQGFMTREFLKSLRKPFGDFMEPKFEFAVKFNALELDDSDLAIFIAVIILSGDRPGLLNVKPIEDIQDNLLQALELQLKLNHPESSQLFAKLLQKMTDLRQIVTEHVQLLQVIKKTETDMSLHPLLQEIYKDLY
# PPARg SRC-3 ag = PPARgamma agonists recruiting SRC-3 coactivator, primary screen, biochemical; actives 0.26% (n = 200,000); AID 731, 2007; activation, % at 8 µM; Peroxisome proliferator-activated receptor gamma (Homo sapiens), P37231; biochemical PPARgamma/SRC-3 coactivator recruitment assay; in the data active means activation above about 23%;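 further: 0% = DMSO and 100% = reference agonist; some compounds past the cut are filed as inactive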
# S1P3 antagonist = S1P3 receptor antagonists, primary screen, cell-based | Sphingosine 1-phosphate receptor 3 (Homo sapiens), Q99500 | CHO S1P3 NFAT-BLA reporter, FRET fluorescence, antagonist mode | inhibition, % at 4.98 µM | actives 0.27% (n = 170,000);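 active means inhibition above the plate cutoff, the mean inhibition of test wells on that plate plus 3 SD, cut at about 28% in these data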;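 further: cells challenged with S1P at its EC80 of 0.8 µM; blue over green emission ratio from cleaved BLA substrate after 4 h stimulation; 0% = S1P-stimulated wells and 100% = unstimulated DMSO-only wells; some compounds past the cut are filed as inactive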
# Target sequence (Q99500 whole entry, looked up): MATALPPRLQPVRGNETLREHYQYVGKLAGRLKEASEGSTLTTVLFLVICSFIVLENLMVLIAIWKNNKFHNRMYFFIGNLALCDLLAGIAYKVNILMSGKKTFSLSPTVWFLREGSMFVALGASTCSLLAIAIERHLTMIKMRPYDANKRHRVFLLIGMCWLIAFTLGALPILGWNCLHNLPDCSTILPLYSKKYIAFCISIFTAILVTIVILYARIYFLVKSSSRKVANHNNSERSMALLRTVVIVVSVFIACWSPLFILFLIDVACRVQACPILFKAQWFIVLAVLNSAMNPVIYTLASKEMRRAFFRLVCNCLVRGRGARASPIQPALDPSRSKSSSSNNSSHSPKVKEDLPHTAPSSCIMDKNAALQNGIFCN
# G6PDH counter = L. mesenteroides G6PDH inhibitors, counter-screen for G6PDH-coupled screening assays, biochemical, Leuconostoc mesenteroides enzyme | inhibition, % at 5 µM | Purified L. mesenteroides G6PDH, diaphorase/resazurin coupled fluorescence, 45 min | actives 0.12% (n = 200,000) | glucose-6-phosphate dehydrogenase [Leuconostoc mesenteroides]; in the data active means inhibition above about 50%
# SRC2 TRFRET art = TR-FRET signal artefacts, primary screen, artefact control for PPARgamma SRC-2 agonist project, biochemical. TR-FRET artefact counter-screen; active compounds read high. TR-FRET ratio at 8 µM. actives 0.4% (n = 200,000); in the data active means TR-FRET ratio above about 2000; further: inactives centre near 1500
# ROMK mod = ROMK potassium channel modulators, primary screen, cell-based, thallium flux, MLSMR library; actives 2% (n = 130,000); Tet-inducible ROMK, thallium flux fluorescence; actives lie on both sides; B-score at 10 µM;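 active means signal ratio slope over the read window, or its plate-corrected B-score, at least 3 SD from the plate mean, either direction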;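 further: B-score of the F/F0 ratio slope over 7 to 12 s after thallium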
# Diaphorase inh = diaphorase inhibitors and chemical oxidizers, primary screen, counter-screen for diaphorase-coupled primary assays, biochemical, uHTS, resorufin fluorescence; diaphorase resazurin-to-resorufin fluorescence, NADH, 16 min; bacterial (C. kluyveri) enzyme, not human; inhibition, % at 20 µM; actives 0.69% (n = 190,000);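 active means primary screen inhibition at 20 µM above a set limit, cut at about 50% in these data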;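 further: plate controls were DMSO with full reaction for no effect and wells lacking NADH for full effect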
#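 material = Clostridium kluyveri diaphorase enzyme | amount = 0.14 U/mL diaphorase, enzyme working solution | schedule = incubation 16 min, room temperature | detection = fluorescence of resorufin formed from resazurin, Ex 544/Em 590 nm | benchmarks = positive control minus NADH, DMSO neutral control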
# PMI act = activators of human PMI, primary screen, biochemical, fluorescence intensity, near-Km mannose 6-phosphate. purified human PMI, coupled resazurin fluorescence, 20 min; active compounds read high; 1 = vehicle control, 0 substrate-free wells. activation factor at 20 µM. actives 0.005% (n = 190,000). AID 1214, 2008;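 active means activation factor of 2 or more at 20 µM, relative to plate controls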
# PPARg SRC-1 ag = PPARgamma agonists recruiting SRC-1 coactivator, primary screen, biochemical; Peroxisome proliferator-activated receptor gamma (Homo sapiens), P37231; PPARgamma-SRC-1 coactivator recruitment biochemical assay; activation, % at 8 µM; actives 0.41% (n = 200,000); AID 631, 2007; in the data active means activation above about 19%;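 further: 0% = DMSO and 100% = reference agonist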
# Diaph act CS = compounds boosting diaphorase resazurin reduction – biochemical, uHTS, resorufin fluorescence, counter-screen for diaphorase-coupled primary assays, primary screen | Diaphorase/resazurin coupled assay, 16 min; active compounds read high; 1 = vehicle wells, 0 = NADH-free wells | activation factor at 20 µM | actives 0.005% (n = 190,000) | AID 1229, 2008;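 active means diaphorase activity raised at least twofold by the compound at 20 µM; inactive means activation factor below 2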
#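 Assay system: Purified diaphorase enzyme from Clostridium kluyveri | Amount: Enzyme 0.07 U/mL final | Dosing: Compound 20 µM once, DMSO 1% | Timing: 16 min reaction at room temperature | Detection: Fluorescence, excitation 544 nm and emission 590 nm | Evaluation: Higher resorufin formation from activation or reduction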
# * marks the source's active call; other numbers are inactive results; nt = not tested or not shown.
SMILES,PMI act hi M6P,PPARg SRC2 recr,PPARg SRC-3 ag,S1P3 antagonist,G6PDH counter,SRC2 TRFRET art,ROMK mod,Diaphorase inh,PMI act,PPARg SRC-1 ag,Diaph act CS
O=C(CSc1nc2c(c(=O)[nH]1)CCCC2)Nc1ccc(Cl)cc1F,0.9,1,-8,-31,0,1427,nt,6,0.8,2,0.9
COCCCNS(=O)(=O)c1ccc2c(c1)CCN2C(C)=O,1,5,-5,nt,1,1492,-0.12,10,1,0,0.9
Cc1ccc(-c2nnc(Nc3ccc4c(c3)nc(C)n4C)c3ccccc23)cc1,0.9,-3,-1,nt,1,1782,nt,12,0.9,6,0.9
O=C(NNC(=S)Nc1ccccc1)c1ccccc1[N+](=O)[O-],1,8,4,0,3,1679,nt,13,1,9,0.9
COc1ccc(CCNC(=O)C2CCCN2C(=O)NC2CCCCC2)cc1OC (stereo not given),0.9,4,18,-3,2,1579,0.15,8,0.9,1,0.9
O=C(Nc1ccccc1)N1CCC(=S)Nc2ccccc21,1,3,5,-21,9,1536,0.41,5,1.1,12,1
COC(=O)C1CSC(C(=O)OC)N1C(=O)CN1CC(C)OC(C)C1 (stereo not given),0.8,3,1,nt,20,1534,nt,17,0.9,0,0.8
COC(=O)c1cn(-c2cccc(C)n2)cn1,1,-7,-4,-12,-2,1541,-0.21,-2,1,0,1
Cc1csc(Sc2ccc([N+](=O)[O-])cc2C(=O)OCC(=O)NC(=O)NC(C)(C)C)n1,0.8,4,-9,nt,5,1606,1.6,31,0.7,1,0.7
O=C(NC(=S)NCCC1=CCCCC1)c1ccccc1Br,1,4,3,-15,14,1486,0.35,8,0.9,6,0.9
Cc1c(/C(O)=C2/C(=O)C(=O)N(CCN3CCOCC3)C2c2cccnc2)cnn1-c1ccccc1 (stereo not given),1.1,2,-7,nt,7,1566,0.12,18,1,3,0.8
Cn1c(N)c(C(=O)c2cc(-c3ccncc3)nc3ccccc23)c(=O)n(C)c1=O,1.1,-2,2,5,12,1487,-0.13,-14,1.3,1,1.1
CCOC(=O)C1=C2NC(=O)c3ccccc3N2C(=O)C1,2*,3,1,-8,5,1559,0.29,14,1.6,1,0.9
Cc1nnc(SCc2ccccc2Cl)n1CC1CCCO1 (stereo not given),1.1,0,-9,-1,0,1508,0.084,-19,1.1,-2,1.2
O=C(c1cccc(F)c1)N1CCN(Cc2c[nH]c3ccccc23)CC1,1.1,-2,-14,-28,5,1568,-2,-4,1,-1,1
Cc1ccc2c(c1C)NC(=O)C2(O)CC(=O)c1ccc2c(c1)OCO2 (stereo not given),0.9,4,11,-20,4,1617,nt,11,0.9,5,0.9
CC(C)(Oc1ccc(CCNC(=O)c2ccc(-c3ccccc3)o2)cc1)C(=O)O,1,10,9,2,2,1659,nt,12,1,3,0.9
Nc1nc(-c2ccccc2)nc2sc3c(c12)CCCC3,0.9,3,6,5,-7,1561,-0.53,17,0.9,-2,0.8
Cc1nn(Cc2ccc(C(=O)Nc3ccccc3F)cc2)c(C)c1Cl,1,-4,0,-19,3,1459,0.58,-5,0.9,-1,1
Cc1oc(-c2cc(F)ccc2F)nc1CN(C)Cc1ccc2nccnc2c1,0.9,11,1,-5,9,1556,nt,15,0.9,15,0.8
CCOc1ccc2nc(N(CCN(CC)CC)C(=O)c3cccc([N+](=O)[O-])c3)sc2c1,1.2,0,3,2,-4,1430,0.079,9,0.7,4,0.9
CC12CCC(C(=O)NCc3ccccc3)(OC1=O)C2(C)C (stereo not given),0.9,-5,-11,7,3,1392,0.31,-1,0.9,-2,1
CCC(Br)C(=O)Nc1ccc(OC)cc1 (stereo not given),1.2,4,0,-5,3,1415,-0.2,-9,1.4,7,1.1
C#CCOCCOCCOCCNc1nc(N2CCOCC2)nc(N2CCN(C(=O)[C@H](CCCCN)n3cc([C@@H](N)CC(C)C)nn3)CC2)n1,1.2,1,6,-14,11,1596,nt,10,1.3,8,0.9
Cc1ccc(-c2nnc(N3CCC(C)CC3)c3ccccc23)cc1,0.9,-3,1,-12,0,1564,-1.1,16,0.9,5,0.8
COc1ccc(C(=O)COC(=O)c2ccc(OC)c(OC)c2)cc1OC,1,-2,-5,-3,2,1347,nt,1,1,6,1
COc1ccc(C(=O)C[n+]2ccc3c(c2)nc(-c2cc(OC)c(OC)cc2OC)n3C)cc1,0.9,-1,3,nt,-30,1638,nt,10,0.9,13,0.9
O=C(NCCN1CCCCC1)Nc1ccccc1,1,-1,3,nt,9,1615,nt,-5,1,4,1
CC12CCC(C/C1=N/OC(=O)c1cccc([N+](=O)[O-])c1)C2(C)C (stereo not given),1,-1,2,-5,9,1589,-0.63,8,1,-6,0.9
COc1ccc(NS(=O)(=O)c2ccc(NS(=O)(=O)c3ccc(C)cc3)cc2)nn1,1,0,1,-6,7,1831,0.51,13,1,-4,0.9

# Rewritten with tabs: entries from further up
SMILES	PMI act hi M6P	PPARg SRC2 recr	PPARg SRC-3 ag	S1P3 antagonist	G6PDH counter	SRC2 TRFRET art	ROMK mod	Diaphorase inh	PMI act	PPARg SRC-1 ag	Diaph act CS
Cc1ccc2c(c1C)NC(=O)C2(O)CC(=O)c1ccc2c(c1)OCO2 (stereo not given)	0.9	4	11	-20	4	1617	nt	11	0.9	5	0.9
CC(C)(Oc1ccc(CCNC(=O)c2ccc(-c3ccccc3)o2)cc1)C(=O)O	1	10	9	2	2	1659	nt	12	1	3	0.9
Nc1nc(-c2ccccc2)nc2sc3c(c12)CCCC3	0.9	3	6	5	-7	1561	-0.53	17	0.9	-2	0.8
Cc1nn(Cc2ccc(C(=O)Nc3ccccc3F)cc2)c(C)c1Cl	1	-4	0	-19	3	1459	0.58	-5	0.9	-1	1
Cc1oc(-c2cc(F)ccc2F)nc1CN(C)Cc1ccc2nccnc2c1	0.9	11	1	-5	9	1556	nt	15	0.9	15	0.8
CCOc1ccc2nc(N(CCN(CC)CC)C(=O)c3cccc([N+](=O)[O-])c3)sc2c1	1.2	0	3	2	-4	1430	0.079	9	0.7	4	0.9
CC12CCC(C(=O)NCc3ccccc3)(OC1=O)C2(C)C (stereo not given)	0.9	-5	-11	7	3	1392	0.31	-1	0.9	-2	1
CCC(Br)C(=O)Nc1ccc(OC)cc1 (stereo not given)	1.2	4	0	-5	3	1415	-0.2	-9	1.4	7	1.1
C#CCOCCOCCOCCNc1nc(N2CCOCC2)nc(N2CCN(C(=O)[C@H](CCCCN)n3cc([C@@H](N)CC(C)C)nn3)CC2)n1	1.2	1	6	-14	11	1596	nt	10	1.3	8	0.9
Cc1ccc(-c2nnc(N3CCC(C)CC3)c3ccccc23)cc1	0.9	-3	1	-12	0	1564	-1.1	16	0.9	5	0.8

# Next structures:
SMILES,PMI act hi M6P,PPARg SRC2 recr,PPARg SRC-3 ag,S1P3 antagonist,G6PDH counter,SRC2 TRFRET art,ROMK mod,Diaphorase inh,PMI act,PPARg SRC-1 ag,Diaph act CS
Cc1ccc(F)c(NC(=O)c2ccc(Cn3cc(Cl)cn3)cc2)c1,0.9,-2,1,7,23,1722,0.22,16,0.9,-2,0.8
CCN(CC)S(=O)(=O)c1cccc(NC(=O)c2cc(=O)[nH]c3ccccc23)c1,1,8,9,-16,-11,1749,nt,22,1,1,0.8
CC1=CC(C)(C)Nc2ccc(OC(=O)CN3C(=O)C4CCCCC4C3=O)cc21 (stereo not given),0.7,0,0,nt,6,1638,0.67,42,0.7,5,0.6
CCOc1ccc(C(=O)Nc2nnn(CC)n2)cc1,0.9,0,-9,-28,2,1410,1.2,22,0.9,3,0.8
Cc1noc(/C=C/N(C)C)c1S(=O)(=O)N(C)CC(=O)NC1CCCCC1,1,-4,-2,-46,24,1428,nt,0,1,-5,1
c1ccc2oc(-c3ccc(Nc4nc(N5CCCCC5)nc(N5CCOCC5)n4)cc3)nc2c1,0.8,-7,7,nt,-6,1501,nt,27,0.8,2,0.7
COC(=O)c1ccc(/C=N/Nc2nc(-c3ccccc3)cs2)cc1,1.1,7,1,11,7,1631,nt,6,1,6,0.9
CC(c1ccccc1)N1CCc2[nH]c(=S)[nH]c(=O)c2C1 (stereo not given),1.1,-6,-1,-12,2,1728,-0.0031,18,1.2,-1,0.8
COC(=O)c1ccc(COc2ccc(/C=N/N3CCN(C)CC3)cc2)cc1,1.1,1,-1,-9,-4,1310,-0.58,-8,1.1,-6,1.1
CCOC(=O)C1=C(C)NC(=O)CC1c1cc2c(cc1[N+](=O)[O-])OCO2 (stereo not given),0.4,-4,-4,-8,29,1286,-0.18,72*,0.5,0,0.3
COc1ccc(C)cc1NC(=O)c1ccc(CN2CCN(c3ccccc3)CC2)cc1,0.8,2,-1,3,5,1489,-0.064,23,0.9,4,0.8
CCOC(=O)COc1nc(Nc2ccccc2C)nc(N(C)C)n1,1,0,5,-8,5,1563,nt,10,1,6,0.9
CCOC(=O)c1ccc(-c2nnc(-c3ccc(Cl)cc3Cl)o2)cc1,0.9,3,0,14,-62,1540,-0.28,11,0.9,5,0.9
COC(=O)C1CCN(C(=O)/C=C/c2ccc(OC)cc2)CC1,0.9,-6,-11,nt,6,1392,-0.12,13,0.9,-1,0.9
CCCn1c(CCc2ccccc2)nnc1SCC(=O)N1CCCC1,1,0,3,-22,-1,1482,nt,-2,0.9,-3,1
Cc1ccc(-c2nc(Cl)nc3ccccc23)cc1,1,-3,0,-8,4,1430,-0.23,15,1,-3,0.9
O=S(=O)(Nn1cnnc1)c1ccc2ccccc2c1,1.1,-1,-1,5,10,1559,-0.2,-2,1.3,3,1
COc1cccc(NC(=O)CNS(=O)(=O)c2ccc3nc(C)sc3c2)c1,1,10,9,-8,-2,1397,-0.18,15,1,-9,0.8

# Compounds were not picked by outcome (roughly 3.3% active in at least one column).
